tim23-1 inh = inhibits growth of tim23-1 mutant yeast; S. cerevisiae tim23-1 growth, BacTiter-Glo luminescence, 24 h; inhibition, % at 20 µM; actives 1.3% (n = 330,000);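 active = growth inhibition of the mutant yeast at or above 50%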;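 also: temperature-sensitive mutant grown at 25 °C; plate controls were DMSO-treated mutant yeast for no effect and medium wells lacking yeast for full effect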
Jurkat NFkB inh = lowers PMA/ionomycin-induced NF-kB signal in Jurkat cells; actives 0.53% (n = 330,000); AID 435003; inhibition, % at 4 µM; PMA/ionomycin-induced NF-kB luciferase reporter, luminescence; in the data active = inhibition above about 50%
CHOP UPR activ = apoptotic UPR (CHOP) activation. CHO-CHOP luciferase reporter, luminescence; percent of tunicamycin response over DMSO baseline. actives 0.34% (n = 330,000). activation, % at 10 µM;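 active = at 10 µM dose, activation of 40% or more, normalized to positive control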;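 also: 100% = tunicamycin at 10 µg/mL and 0% = DMSO alone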
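System: CHO-CHOP luciferase reporter cell line | Buffer or medium: F12 medium containing 10% fetal bovine serum | Doses: One dose, 10 µM in 0.5% DMSO | Times: 6 h compound exposure at 37 °C after overnight seeding | Signal: Luciferase luminescence | Read-out: % activation vs tunicamycin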
APJ antagonist = blocks the human apelin receptor APJ. P35414. CHO-K1 APJ beta-arrestin complementation, luminescence. inhibition, % at 20 µM. actives 0.32% (n = 330,000). AID 2521;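 active = inhibition above about 40% at 20 µM, limit read from the data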;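 also: cells challenged with 10 nM apelin-13 agonist together with compound; plate controls were apelin-13 plus DMSO wells for no effect and DMSO wells lacking apelin-13 for full effect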
Target sequence (P35414 whole entry, looked up): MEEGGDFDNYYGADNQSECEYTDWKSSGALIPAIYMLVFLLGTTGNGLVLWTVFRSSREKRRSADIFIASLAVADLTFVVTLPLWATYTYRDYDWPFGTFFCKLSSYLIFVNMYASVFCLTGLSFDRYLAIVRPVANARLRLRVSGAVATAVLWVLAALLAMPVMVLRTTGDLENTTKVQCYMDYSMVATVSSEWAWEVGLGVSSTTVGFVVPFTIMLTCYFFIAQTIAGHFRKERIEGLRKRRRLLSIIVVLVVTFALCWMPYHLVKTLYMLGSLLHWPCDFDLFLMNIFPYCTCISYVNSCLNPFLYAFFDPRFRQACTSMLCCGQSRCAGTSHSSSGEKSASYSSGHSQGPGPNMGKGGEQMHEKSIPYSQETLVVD
APJ agonist = APJ receptor agonism. P35414. CHO-K1 APJ PathHunter beta-arrestin, luminescence; 0% DMSO wells, 100% apelin. activation, % at 20 µM. actives 0.11% (n = 330,000). AID 2520;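 active = activation more than six SD over the plate average, tested at 20 µM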;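 also: 0% = DMSO alone and 100% = apelin-13 at 10 nM; some results filed as inactive read as strong as hits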
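Assay system – PathHunter CHO-K1 APJ (AGTRL-1) beta-arrestin reporter cells · Compound – one dose, 20 µM compound, 1% DMSO · Timing – compound 90 min 25 °C, reagent 1 h · Measured by – luminescence from split beta-galactosidase complementation, Galacton Star/Emerald II substrate · Measure – beta-arrestin recruitment to APJ as agonist activity, luminescent signal · Benchmarks – DMSO vs Apelin-13 10 nM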
UPR XBP1 act = adaptive UPR (XBP1) activation; CHO-XBP1 luciferase reporter, IRE1-XBP1 UPR activation, luminescence; percent of tunicamycin response, DMSO as zero; activation, % at 20 µM; actives 0.33% (n = 330,000); AID 463104;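 active = versus positive control, 20 µM dose yields 30% or more activation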;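 also: 100% = tunicamycin at 10 µg/mL and 0% = DMSO only wells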
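Material: CHO cell line with stable XBP1 luciferase reporter; buffer or medium: F12 medium containing 10% fetal bovine serum; compound: single point, 20 µM final compound, 1% DMSO; incubation: 6 h treatment, 37 °C; measured by: glow luminescence from Steady-Glo reagent; evaluation: activation, % of tunicamycin; control set: tunicamycin high, DMSO low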
Mdm2 MdmX PPI = human Mdm2/MdmX binding inhibition. actives 3% (n = 330,000). AID 485346. O15151+Q00987. SaOS-2 split-luciferase Mdm2/MdmX complementation, luminescence. inhibition, % at 8 µM;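 active = inhibition of at least 50% at 8 µM in the primary screen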
697 NFkB inh = lowers PMA/ionomycin-induced NF-kB signal in 697 B cells; 697 B-cell NF-kB luciferase reporter, 16 h; inhibition, % at 4 µM; actives 0.33% (n = 330,000); in the data active = inhibition above about 35%
* hit, by the source's call.

Values run as follows: APJ agonist	UPR XBP1 act	Jurkat NFkB inh	tim23-1 inh	Mdm2 MdmX PPI	APJ antagonist	CHOP UPR activ	697 NFkB inh
- c1ccc(CSc2ncnc3c2sc2nc(N4CCOCC4)c4c(c23)CCCC4)cc1
→ -3	-2	14	-1	2	-5	1.8	12
- O=C(NCCOc1ccc(Cl)cc1)C1CCCCC1
→ -2	0	3	4	7	-2	2.7	0
- O=C(COC(=O)c1ccco1)NNC(=O)c1ccc(Cl)cc1
→ -1	0	3	-12	-15	5	0.2	-7
- Cc1cc2c(SCC(=O)NC3CCCCC3)ncnc2s1
→ 1	0	8	16	18	8	0.7	9
- CC1=N/C(=C/c2cccnc2)C(=O)O1
→ -3	0	0	5	15	-1	0.2	20
- COc1cc(CN2CCCCCC2)cc(OC)c1O
→ -3	-1	-5	-1	-19	-23	0.8	-36
- CCOC(=O)c1oc2ccc(OC)cc2c1NC(=O)CN1CCN(C)CC1
→ -2	1	-8	-21	-10	10	0.3	-6
- COc1cc(NS(=O)(=O)c2cn(C)cn2)cc(OC)c1
→ 1	-2	-5	0	5	6	-0.5	-13
- COc1ccc(CN(Cc2ccccn2)C(=O)CN2C(=O)COc3ccccc32)cc1
→ -1	-2	2	32	7	2	-1.3	16
- Nc1cc(S(=O)(=O)N2CCCCC2)ccc1N1CCOCC1
→ -1	3	6	-1	14	-3	-1.8	-2
- CN1CCC(CNC(=O)Nc2csc3ccccc23)CC1
→ -3	-1	6	-2	9	12	1.0	2
- Cc1c(NC(=O)c2cc(-c3ccc(Cl)s3)nc3ccccc23)c(=O)n(-c2ccccc2)n1C
→ 4	-1	0	26	15	2	5.7	-9
- O=C(c1cc(-c2ccc3c(c2)OCO3)on1)N1CCOCC1
→ -4	-6	-93	11	-34	6	-4.6	-81
- CN1CCN(/N=C/c2ccc(-c3ccc([N+](=O)[O-])cc3)o2)CC1
→ 0	5	-44	13	-7	-4	3.3	-28
- O=Cc1cn(CCC(=O)O)nc1-c1cccc(Cl)c1
→ -5	4	10	1	4	-1	2.1	12
- COC(=O)NCCc1cc(OC)c(OC)cc1S(=O)(=O)N1CC(=O)Nc2ccccc21
→ -3	-2	5	3	7	6	-0.2	-1
- CC1(C)NC(=O)N(CC(O)COc2ccccc2-c2ccccc2)C1=O (stereo not drawn)
→ 5	-1	1	17	-6	5	-1.3	17
- CCOC(=O)N1CCN(c2cc(=O)n(C)c(=O)n2C)CC1
→ -7	-2	8	12	-13	6	-2.4	7
- Cc1cc(N2CCCCC2)nc(NCc2ccccc2)n1
→ -1	4	68*	11	65*	9	-1.1	-19
- Cc1nn(C)c(Oc2ccccc2)c1[N+](=O)[O-]
→ -3	-1	11	-10	-7	17	-3.9	4
- Nc1ccc(Cc2ccc(N)c(C(=O)O)c2)cc1C(=O)O
→ 1	3	-7	-2	-23	-2	1.0	20
- COc1ccc(C2C(C(N)=O)=C(C)Nc3nc(-c4ccccc4OC)nn32)cc1OC (stereo not drawn)
→ 2	2	-4	11	16	-11	-0.6	9
- O=[N+]([O-])c1ccccc1-c1ccc(C(=S)N2CCCCC2)o1
→ 7	3	-52	34	-52	-15	8.3	-75
- CCCCOC(=O)C1C2C=CC3(CN(CCc4ccccc4)C(=O)C13)O2 (stereo not drawn)
→ -4	0	-8	11	3	-9	-2.0	4
- O=C(NC1CCCN(c2ccc(C(F)(F)F)cn2)C1)c1ccncc1 (stereo not drawn)
→ -2	0	-11	-125	13	-13	1.3	8
- CCOC(=O)CC1C(=O)NCCN1C(=O)c1c(F)cccc1F (stereo not drawn)
→ -2	-3	-1	12	16	5	-3.5	6
- CCOC(=O)c1[nH]c(C)c(C(=O)NCCCN2CCOCC2)c1C
→ 1	-2	3	6	-36	3	-0.5	11
- CCOc1cc(/C=N/Nc2cccc(C(=O)O)c2)ccc1OCC(=O)N1CCCCC1
→ -3	-5	13	15	28	-1	-1.9	1
- CCCCNC(=O)/C=C/c1ccc(S(=O)(=O)Nc2ccc(OC)cc2)cc1
→ -2	-5	8	8	19	-12	-1.0	9
- COc1ccc2nc(NC(=O)CSc3ccccc3)sc2c1
→ -3	4	-21	9	-25	12	8.1	-42
- CN1CCc2nc(NC(=O)COc3ccc4ccccc4c3)sc2C1
→ -3	5	10	-4	42	-8	-1.6	-1
- CCCn1nc(C(=O)NNC(=O)c2cc(S(=O)(=O)NC)ccc2Br)c2ccccc2c1=O
→ -3	2	7	10	16	4	-1.2	18
- Cc1ccccc1NS(=O)(=O)c1cc(C(=O)NCc2ccco2)ccc1C
→ 2	-2	13	17	-4	12	-1.9	24
- O=C(COn1nnc2ccccc21)N1CCN(Cc2ccccc2)CC1
→ -3	-4	-15	0	1	2	0.9	-20
- CC(CC1CC(C)(C)OC1=O)C(=O)Nc1ccc([N+](=O)[O-])cc1 (stereo not drawn)
→ -3	-4	-5	13	-2	-32	-1.7	2
- O=S(=O)(c1ccccc1)n1ccc(-c2cnc(-c3ccccc3)s2)n1
→ -3	3	-103	18	-34	8	3.5	-55
- CCn1c(-c2nn(C)c(C)c2Cl)n[nH]c1=S
→ -4	2	13	-1	7	16	-0.7	8
- COc1ccc(OC)c(S(=O)(=O)N2CCC(C(=O)N3CCCCCC3)CC2)c1
→ 0	1	-7	10	-17	7	-0.8	-13
- O=C(Nc1ccsc1C(=O)O)c1cccc(Oc2ccccc2)c1
→ 1	-6	-17	19	-46	14	-0.8	-138
- CC(C)(C)c1ccc(S(=O)(=O)C(C)(C)C)cc1
→ 0	-1	5	10	-4	4	1.5	-3
- Cc1ccc(NS(=O)(=O)c2ccc(NC(=O)CSc3ccc(Cl)cc3)cc2)c(C)c1
→ 8	-1	-2	8	33	-8	-0.4	5
- Cn1ccnc1SCC(=O)Nc1cccc(C#N)c1
→ -4	-2	-22	16	-1	-5	0.3	9
- O=C1c2ccccc2S(=O)(=O)c2cc(N3CCC(C(=O)N4CCCCC4)CC3)ccc21
→ -1	5	-1	16	30	-1	1.7	-7
- CCN(CC)CCN1C(=O)C(=O)/C(=C(/O)c2c(C)[nH]c(C(=O)OC)c2C)C1c1cccc(OC)c1 (stereo not drawn)
→ -1	1	2	1	22	0	-2.3	-17
- CCOc1ccc(OCC)c(NC(=O)CSc2nc3cccnc3n2C)c1
→ -2	-2	-10	15	26	-9	-0.6	-4

Jurkat NFkB inh, what is marked active above.
smiles	APJ agonist	UPR XBP1 act	Jurkat NFkB inh	Mdm2 MdmX PPI	APJ antagonist	697 NFkB inh
Cc1cc(N2CCCCC2)nc(NCc2ccccc2)n1	-1	4	68*	65*	9	-19

Other results follow:
Values run as follows: APJ agonist	UPR XBP1 act	Jurkat NFkB inh	tim23-1 inh	Mdm2 MdmX PPI	APJ antagonist	CHOP UPR activ	697 NFkB inh
- O=C(N/N=C/c1cc([N+](=O)[O-])ccc1Cl)c1cnccn1
→ -2	-1	30	1	46	-5	-2.0	9
- CN(c1nc(-c2ccccc2)cs1)C1CCS(=O)(=O)C1 (stereo not drawn)
→ 1	5	-10	7	3	11	0.6	-22
- Cc1cccc(NC(=O)CNC(=O)c2cccc(S(=O)(=O)NCc3cccs3)c2)c1C
→ -3	0	3	3	30	-6	-0.5	15
- COc1ccc(C(CC(=O)N2CCCC2)c2c(OC)cc(OC)c3ccc(=O)oc23)cc1 (stereo not drawn)
→ 7	-1	18	13	3	-8	-1.1	18
- COc1ccc(Br)cc1CNC(=O)CCc1nc(-c2ccc(C)cc2)no1
→ 0	-2	-8	5	10	11	-0.9	5
- COc1ccc(C(=O)N2CCN(CCNC(=O)C(=O)Nc3ccc(F)cc3)CC2)cc1
→ -3	2	7	2	22	12	2.2	11
- CCN1CCN(C(=S)Nc2ccc3nc(N4CCN(C)CC4)cc(C)c3c2)CC1
→ 0	-1	-7	-6	24	-4	0.1	-16
- COc1cccc(CNc2ncnc3cc(OC)c(OC)cc23)c1
→ 2	-1	-1	38	26	-2	-1.7	14
- NC(=O)c1oc2ccccc2c1NC(=O)C1CC(=O)N(c2ccccc2)C1 (stereo not drawn)
→ -2	-3	8	-5	15	6	-0.7	20
- Cc1c(C(=O)NC(=S)Nc2ccc(NC(=O)c3cccs3)cc2)oc2ccccc12
→ 3	13	8	6	62*	20	2.2	-4
- Cc1ccc(-c2nn(CCC(=O)NC(C)C)c(=O)c3ccccc23)cc1
→ -4	3	-3	12	16	-12	-0.3	-7
- CCOC(=O)c1c(CN2CCOCC2)n(-c2ccccc2)c2cc(Br)c(OC)cc12
→ -4	-1	-6	23	28	6	0.8	3
- CC(C)(C)S(=O)(=O)/C(C#N)=N/Nc1ccc(C#N)cc1
→ -3	-3	-9	14	28	22	-3.0	-1
- O=C(N/N=C/c1cccc(C(F)(F)F)c1)c1ccc(O)cc1
→ -2	-1	-5	12	-3	15	-1.2	18
- CC(C)NC(=O)N1CCN(c2ccncc2S(=O)(=O)N2CCCCC2)CC1
→ -6	0	5	7	14	3	4.2	-1
- CCc1c(C)nc2c(-c3ccccc3)c(C)nn2c1Nc1ccc(NC(C)=O)cc1
→ -4	0	7	33	28	15	1.1	6
- Cc1ccc2cc(COC(=O)c3cccc([N+](=O)[O-])c3)c(=O)[nH]c2c1
→ -2	-3	-3	-5	-18	-9	-2.9	14
- Clc1cccc(CNCCNCc2cccc(Cl)c2)c1
→ -3	-2	-7	-9	8	-6	0.3	1
- Nc1nc(N)c2nc(-c3ccccc3)c(N)nc2n1
→ 5	-4	1	-178	-27	-16	2.2	3
- COc1ccc(C(=O)C[n+]2ccccc2C)cc1
→ 3	0	15	12	-3	-5	2.2	-2
- CC1CCCCC12NC(=O)N(CC(=O)Nc1cccnc1Cl)C2=O (stereo not drawn)
→ -1	-4	3	6	14	15	0.6	-18
- Cc1cc(=O)oc2cc(OCC(=O)NC3(C#N)CCCCC3)c(Cl)cc12
→ 4	2	15	21	7	23	0.4	14
- CO/N=C(\Cn1ncc(N2CCCC2)c(Cl)c1=O)c1ccc(Cl)cc1
→ -1	1	13	28	12	18	0.5	-4
- Cc1nn(CC(=O)NCC2CCCO2)c(C)c1[N+](=O)[O-] (stereo not drawn)
→ -3	2	2	3	19	7	-0.5	6
- O=C(O)c1ccccc1C(=O)N(Cc1ccccc1)Cc1ccccc1
→ -3	-2	-3	11	11	-7	0.0	-4
- O=C(Nc1ccccc1N1CCOCC1)c1cc(Cl)c2c(c1)OCO2
→ -4	0	-2	6	-36	12	-2.4	-10
- Cc1ccc(S(=O)(=O)N[C@H](C(=O)N2CCC(C(=O)N[C@H](C(=O)O)c3ccccc3)CC2)C(C)C)cc1
→ 0	-1	1	1	2	3	-1.1	17
- CC(=O)c1ccc(OCC(O)CN2CCN(S(=O)(=O)c3c(C)c(C)cc(C)c3C)CC2)cc1 (stereo not drawn)
→ 1	1	-3	28	15	-5	2.7	4
- Cc1sc(NC(=O)CN2CCN(c3ccccn3)CC2)c(C#N)c1C
→ 0	-1	-3	-9	-12	-4	-1.0	-20
- COc1cc(NC(=O)CC(C)n2ccnc2)cc(OC)c1 (stereo not drawn)
→ -1	-6	-10	0	1	8	0.1	1
- Cc1ccc(CNC(=O)C2CCC(=O)N(CCc3ccc(Cl)cc3)C2)s1 (stereo not drawn)
→ -6	-3	8	19	11	-10	2.7	3

Arranged by value in APJ antagonist (low to high): three from the list above.
Molecule	APJ agonist	UPR XBP1 act	Jurkat NFkB inh	Mdm2 MdmX PPI	APJ antagonist	697 NFkB inh
COc1ccc(C(=O)C[n+]2ccccc2C)cc1	3	0	15	-3	-5	-2
CCc1c(C)nc2c(-c3ccccc3)c(C)nn2c1Nc1ccc(NC(C)=O)cc1	-4	0	7	28	15	6
Cc1cc(=O)oc2cc(OCC(=O)NC3(C#N)CCCCC3)c(Cl)cc12	4	2	15	7	23	14
